# IP6K1 inhibitor: blocks human inositol hexakisphosphate kinase 1; Q92551; IP6K1 kinase, ADP-Glo luminescence, 2 h; stronger effect = lower value; activity change, % (series mostly up to about 58 µM); 0.81% of 140,000 active; in the data active = activity change below about -25%
# Target sequence (Q92551 whole entry, looked up): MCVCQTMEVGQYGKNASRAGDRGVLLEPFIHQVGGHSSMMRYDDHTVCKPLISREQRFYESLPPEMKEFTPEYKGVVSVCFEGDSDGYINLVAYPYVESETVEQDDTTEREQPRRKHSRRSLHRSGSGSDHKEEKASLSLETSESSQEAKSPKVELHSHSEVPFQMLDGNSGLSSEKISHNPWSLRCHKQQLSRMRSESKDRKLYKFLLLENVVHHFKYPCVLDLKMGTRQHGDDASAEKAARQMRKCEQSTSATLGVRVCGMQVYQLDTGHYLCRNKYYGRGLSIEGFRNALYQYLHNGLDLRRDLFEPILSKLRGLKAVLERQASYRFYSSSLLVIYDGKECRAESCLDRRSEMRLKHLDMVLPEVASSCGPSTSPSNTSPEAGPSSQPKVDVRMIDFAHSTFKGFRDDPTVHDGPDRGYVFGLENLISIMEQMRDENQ
#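 ADP-Glo luminescence measures ADP made by human IP6K1 during a 2 h RT reaction with ATP/IP6 (mix at 1.3 mM/130 uM); top library doses 57.5 and 19.1 uM final.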
# Luciferase inh: Photinus pyralis luciferase inhibition. P08659. purified P. pyralis luciferase, luminescence, biochemical. Potency, µM (highest dose often 115 µM), inactives show at the highest dose activity change, negative = inhibition, most hits filed as inhibitors. 2.5% of 76,000 active. AID 1347043; also: potency is read from the fitted curve at half-maximal effect; nearly all actives have a fitted effect of over 65% in size
# Target sequence (P08659 whole entry, looked up): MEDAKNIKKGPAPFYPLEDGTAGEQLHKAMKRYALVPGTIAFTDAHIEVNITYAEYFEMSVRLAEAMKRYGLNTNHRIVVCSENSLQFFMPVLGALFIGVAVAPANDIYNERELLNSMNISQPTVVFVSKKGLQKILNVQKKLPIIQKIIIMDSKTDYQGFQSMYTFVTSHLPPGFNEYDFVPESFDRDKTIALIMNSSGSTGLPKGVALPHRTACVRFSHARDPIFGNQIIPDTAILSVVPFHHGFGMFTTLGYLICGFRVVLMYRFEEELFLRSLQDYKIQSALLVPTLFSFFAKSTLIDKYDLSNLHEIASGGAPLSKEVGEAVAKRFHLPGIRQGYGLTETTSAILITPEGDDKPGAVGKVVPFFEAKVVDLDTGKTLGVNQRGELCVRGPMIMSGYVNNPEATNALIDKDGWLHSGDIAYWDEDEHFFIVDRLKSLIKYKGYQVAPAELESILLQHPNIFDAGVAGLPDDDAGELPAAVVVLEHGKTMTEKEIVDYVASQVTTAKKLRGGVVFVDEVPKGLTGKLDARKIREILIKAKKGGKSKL
#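 Inhibitors were tested against purified firefly luciferase in a biochemical, low-substrate format (both substrates at 10uM) and luminescence measured with a CCD imager.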
# GPT2 inh: GPT2 alanine aminotransferase inhibition. Q8TD30. Recombinant GPT2, coupled pyruvate oxidase/HRP Amplex Red fluorescence. Potency, µM (top dose mostly 57.7 µM), for the others: at the top dose activity change, negative = inhibition, usual class: inhibitors. 0.25% of 100,000 active. AID 1671188; also: potency is read from the fitted curve at half-maximal effect; nearly all actives have a fitted effect of over 60% in size; many of its hits are not listed in these tables
#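 Fluorescence read-out: pyruvate from GPT2 turnover coupled to pyruvate oxidase, HRP and Amplex Red (0.2mM ThPP, 0.2U/mL PO and HRP, 50uM Amplex final). Substrates 250uM a-KG, 2mM L-alanine; enzyme 10ng/uL; 30 min RT.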
# HEK cytotox: kills HEK 293 cells; Potency, µM (highest dose often 115 µM), inactives show top-dose activity change, negative = cytotoxicity, hits mostly inhibitors; HEK 293 viability, ATP luminescence (CellTiter-Glo), 48-72 h; 6.6% of 94,000 active; also: potency is read from the fitted curve at half-maximal effect; nearly all actives have a fitted effect of over 60% in size
#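 ATP-coupled CellTiter-Glo luminescence served as viability read-out, recorded 10 min after reagent addition at room temperature. HEK 293 cells, 250 cells/well, had been incubated with pintool-transferred compound for 48 or 72 hr at 37 degree Celsius.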
# SNCA viab count: counter-screen for SNCA expression inhibitors: cell viability | 0.12% of 150,000 active | Potency, µM (doses to about 57.1 µM), without a hit: at the top dose activity change, negative = cytotoxicity, usual class: cytotoxic | AID 1671193 | HEK-293-SNCA-luc viability, GF-AFC fluorescence, 24 h;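 also: potency is read from the fitted curve at half-maximal effect; 0% = DMSO-treated cells and -100% = medium-only wells without cells; nearly all actives have a fitted effect of over 30% in size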
#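 HEK-293-SNCA-luc cells (1500/well) plated 24 h, then exposed 24 h to a dilution series; GF-AFC added 30 min at 37C, fluorescence 405/540 nm; normalised to medium-only and DMSO wells, Hill fit.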
# 3T3 cytotox: cytotoxic compounds in NIH 3T3 cells; NIH 3T3 viability, CellTiter-Glo ATP luminescence, 48-72 h; Potency, µM (titrated, usually from 96.7 µM), for the others: at the highest dose activity change, negative = cytotoxicity, usual class: inhibitors; 4.3% of 94,000 active; also: potency is read from the fitted curve at half-maximal effect; nearly all actives have a fitted effect of over 55% in size
#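 Mouse fibroblast NIH 3T3 cells, 400 per well, received compound via pintool and were incubated for 48 or 72 hr prior to CellTiter-Glo ATP luminescence measurement.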
# SNCA expr inh: reduces expression of the alpha-synuclein gene; Potency, µM (titrated, usually from 57.2 µM), for inactives: top-dose activity change, negative = inhibition, usual class: inhibitors; 0.17% of 140,000 active; HEK-293 SNCA-luciferase knock-in, luminescence, 24 h;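 also: potency is read from the fitted curve at half-maximal effect; plate controls were DMSO cells for no effect and cell-free wells for full effect; nearly all actives have a fitted effect of over 45% in size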
# Starred values were filed as active, the others as inactive; i = inactive; u = inconclusive; x = no result given; & = joins results of further samples; [ ] = another dose, or the depositor's remark. Unless noted, calls follow the shape of the dose curve; as a rule, active = well fitted curve in the direction sought with a large enough effect; inconclusive = small, poorly fitted or top-dose-only effect, or another doubt; inactive = no such curve, though single readings can be large; an effect the other way counts as inactive or inconclusive. Unless noted, % is scaled to controls: 0 for no effect and ±100 for the full control effect. Not all compounds are listed, so the mix of outcomes need not match the whole.
SMILES,IP6K1 inhibitor,Luciferase inh,GPT2 inh,HEK cytotox,SNCA viab count,3T3 cytotox,SNCA expr inh
CC(C)c1nn2c(=O)cc(COC(=O)c3ccc(NC(=O)c4cccs4)cc3)nc2s1,1,x,x,x,0%,x,55%[activator]
Clc1ccc2c(c1)N=C(N1CCNCC1)c1ccccc1N2,-8,x,i,x,-10%&-9%,x,-21%
COc1ccc(-c2ccc3ncc(Nc4cnccn4)n3n2)cc1OC,-8,-17%[172 µM],u,u,-8%[87.6 µM],25µM*,17%[87.6 µM]
COc1cc(NC(=O)Cn2c(-c3cnccn3)nc(C)c(CCO)c2=O)cc(OC)c1OC,-15,6%,i,i,0%,4%,0%
CC(C)CCNC(=O)N1CCC(OC2CCN(Cc3ccccc3)CC2)CC1,-1,11%,2%,-5%,5%,-16%,0%
COCCNc1nc2c(c(=O)n(C)c(=O)n2C)n1Cc1c(F)cccc1Cl,8,x,x,x,2%,x,-20%
CCCNC(=O)C(NC(=O)c1ccccc1C)C1CCN(C(=O)c2ccc(OC)cc2)CC1 (stereo not drawn),1,-4%,i,0%,-28%,-7%,17%
Cc1nn2c(C)c(C(=O)NCc3cccc(Br)c3)cnc2c1-c1ccccc1,-4,x,x,x,3%,x,2%
COc1ccc2cc3c(N)nn(C(=O)c4ccccc4Cl)c3nc2c1,-7,x,x,x,-24%,x,u
O=C1N(Cc2cccc(F)c2F)CCCC12CCN(c1nc3ccccc3o1)C2 (stereo not drawn),-14,u,-6%,u,-11%,u,62%[activator]
Cn1cc(CC(=O)N2CCCc3ncc(C(=O)NCc4cccs4)cc32)c2ccccc21,9,-9%,0%,u,-29%,u,0%
Cc1oc(C)c2c(=O)cc(-c3ccc4c(c3)OCO4)cc(OC(=O)c3cccc(Br)c3)c12,-22,x,x,x,-2%,x,-15%

# Reprinted from the part before: 4 entries, then new ones.
SMILES,IP6K1 inhibitor,Luciferase inh,GPT2 inh,HEK cytotox,SNCA viab count,3T3 cytotox,SNCA expr inh
COc1ccc2cc3c(N)nn(C(=O)c4ccccc4Cl)c3nc2c1,-7,x,x,x,-24%,x,u
O=C1N(Cc2cccc(F)c2F)CCCC12CCN(c1nc3ccccc3o1)C2 (stereo not drawn),-14,u,-6%,u,-11%,u,62%[activator]
Cn1cc(CC(=O)N2CCCc3ncc(C(=O)NCc4cccs4)cc32)c2ccccc21,9,-9%,0%,u,-29%,u,0%
Cc1oc(C)c2c(=O)cc(-c3ccc4c(c3)OCO4)cc(OC(=O)c3cccc(Br)c3)c12,-22,x,x,x,-2%,x,-15%
CCN1CC(CNC(=O)CC2c3ccccc3CCc3ccccc32)CC1=O (stereo not drawn),30,-3%,i,3%,-7%,1%,u
COCCC1(C(=O)O)CCCN(C(=O)c2cc(F)ccc2OC)C1 (stereo not drawn),3,-3%,-8%,-4%,5%,1%,-2%
Cc1ccc(Cl)cc1N1CCN(C(=O)c2c(C)oc3ncnc(N4CCCCC4)c23)CC1,13,x,x,x,-29%,x,u
Cc1cccn2c(=O)cc(CN3CCC4(CC3)C(C(=O)O)CC(=O)N4C)nc12 (stereo not drawn),-5,-6%,-8%,-9%,7%,2%,-14%
COc1ccc(-c2cccc(C(=O)NCCc3ccc(Cl)cc3)c2)nn1,20,x,x,u,x,u,x
O=C(c1ccccc1F)N1CCCC2(C1)NC(=O)N(Cc1ccc(Cl)cc1)C2=O (stereo not drawn),6,3%,-16%,u,3%,-10%,u
CN1CCN(C(=O)CC[C@H]2CNC(=O)[C@@H]3[C@@H](CCN3Cc3ncc[nH]3)N2C)CC1,7,-5%[172 µM],u,i,5%[87.6 µM],i,4%[87.6 µM]
O=C(C1CC2(CCNCC2)CN1)N1CCCN(Cc2ccc(F)cc2)CC1 (stereo not drawn),10,0%,-14%,-16%,5%,-15%,-2%
CNC(=O)c1cc(C2CC2)nc2onc(C3CCCN(C(=O)Cc4ccc(F)cc4)C3)c12 (stereo not drawn),6,x,x,u,x,-21%,x
Cc1[nH]n2c(=O)cc(-c3ccccc3Cl)nc2c1-c1ccccc1,4,x,x,x,0%,x,-16%
COC(=O)[C@H](NC(=O)C1=C[C@@H](NC(=O)c2ccc(F)c(Cl)c2)[C@@H](O)[C@H](O)C1)C(C)C,2,4%,-18%,-3%,-1%,-6%,-5%
CCOc1ccccc1CNC(=O)c1ccc2nc(N3CCC(C)CC3)sc2c1,-7,x,x,x,4%,x,184%[activator]
CCOC(=O)C1CCN(c2nc3c(S(=O)(=O)c4ccc(CC)cc4)nnn3c3ccc(Cl)cc23)CC1,33,x,x,x,11%,x,1%
COc1ccc(C(C)=O)c(O)c1,x,x,-6%,x,3%,x,5%
O=C(c1cccc(Cl)c1)N1CCCC(C(=O)N2CCC(N3CCCC3=O)CC2)C1 (stereo not drawn),20,x,i,-2%,7%,-28%,5%
COc1cc2c(cc1OC)C(CC(=O)O)N(C(=O)Nc1cc(OC)c(OC)c(OC)c1)CC2 (stereo not drawn),18,x,x,x,13%,x,-12%
CN(CC1COc2ccccc2O1)C(=O)c1cn(Cc2ccccc2Cl)nn1 (stereo not drawn),-7,0%,2%,-21%,3%,-26%,2%
CN1C[C@H]2CN(C(=O)c3ccc(C(F)(F)F)cc3)CCN2C1=O,12,2%[172 µM],-4%[88.5 µM],i,-3%[87.6 µM],i,-4%[87.6 µM]
CCN(CC)CC(=O)N1CCC(Oc2ccccc2C)(C(=O)O)CC1,13,-1%,-16%,-17%,11%,0%,6%
CCOC(=O)N1CCN(C(=O)c2ccc3c(c2)N(Cc2cccc(Cl)c2)C(=O)c2ccccc2S3=O)CC1 (stereo not drawn),-7,x,x,x,-23%,x,-2%
O=C(c1ccc(F)cc1)N1CCC(N2CC3CCCN3C2=O)CC1 (stereo not drawn),5,-11%[172 µM],i,u,-13%[87.6 µM],u,19%[87.6 µM]
CC(=O)N1CCC(N2C[C@@H](F)[C@@H](OCc3nc4ccccc4o3)C2)CC1,-6,6%[172 µM],4%[88.5 µM],-10%[172 µM],-7%[87.6 µM],-9%[138 µM],12%[87.6 µM]
O=C(NC1CC1)c1nc2sccn2c1-c1cccc(C(F)(F)F)c1,12,x,-11%,-29%,8%,u,14%
COCCN(Cc1ccc(C)cc1)Cc1ccc(C#N)cc1,-5,-2%,2%,u,-12%,u,8%
O=C(Cc1ccccc1)N1CCC2(CCCCO2)CC1,5,-12%,-5%,-14%,u,-25%,31%[activator]
COc1ccc(NC(=O)N[C@@H]2C=C[C@@H](c3c(C)nn(-c4ccc(C(C)C)cc4)c3C)C2)cc1,-3,7.9µM*,i,u,-18%,u,18%
Cc1cccc(Nc2nc3ccccc3n3c(N)nnc23)c1,2,x,x,x,u,x,57%[activator]
CCNC(=O)N1CCCCCC1c1nc(C2CC2)no1 (stereo not drawn),7,-10%,u,i,u,-11%,-30%
COc1cc(CN2CCC[C@H]2c2nc(-c3ccc(-c4ccncc4)nc3)no2)cc(OC)c1OC,-10,-1%,-3%,u,-3%,-17%,56%[activator]
COc1ccc(N(CC(=O)Nc2cc(C)ccc2C)S(=O)(=O)c2ccc(OC)c(OC)c2)cc1,14,x,x,x,7%,x,9%
Cc1noc(C)c1Cc1ccc(C(=O)N2CC(N(C)Cc3cccnc3)C2)o1,-8,-9%,-6%,-1%,1%,-17%,-4%
CCn1ncc(NC(=O)Cn2ncc3cc(-c4cc(F)ccc4F)ccc32)n1,9,-2%,-9%,-63%,-19%,u,-3%
COc1ccc(CCC(=O)N2CCCC(c3nc(C4CCOCC4)no3)C2)cc1 (stereo not drawn),0,9%,i,-10%,-8%,-13%,15%
O=C(Cc1ccccc1)Nc1cccc(-c2cn3cccnc3n2)c1,33,x,x,x,3%,x,127%[activator]
COc1ccc(Nc2cc3c(nc2-c2ccccc2)nc(C(=O)NCCN(C)C)n3C)cn1,11,9%,i,-24%,-23%,u,1%
Cc1cc(OC2CN([S+](=O)([O-])c3ccccc3)C2)ccc1F,13,-5%[172 µM],i,u,2%[87.6 µM],u,15%[87.6 µM]
COc1ccc(C(=O)NCC2(COc3ccc(S(C)(=O)=O)cc3)C[C@@H](O)[C@@H](O)C2)cc1 (stereo partly drawn),-4,-12%,i,-5%,-28%,-15%,3%
C=C(CCO[C@@H]1O[C@H](CO)[C@@H](O)[C@H](O)[C@H]1O)C(=O)O,28,x,i,x,-3%,x,x
Cc1ccc(CN2CCN(C(=O)CCC3CCN(C(=O)c4ccccc4)CC3)CC2)cc1,2,3%,i,u,-16%,-24%,u
Cc1cc2nc3n(c(=O)c2n1CC(=O)N1CCN(c2ccc(F)cc2)CC1)CCCCC3,-4,2%,i,u,1%,u,-17%
COCc1noc([C@@H]2CC(F)(F)CN2C(=O)C2CC=CC2)n1,24,-1%,i,-20%,1%,-4%,0%
O=C1CN(C(=O)c2csc3nc(-c4ccc(C(F)(F)F)cc4)cn23)CCCN1,-6,7.9µM*,-4%,45µM*,-6%,u,8%
N#Cc1cccc(-c2cn3c(n2)N(C(=O)c2ccccc2)CCC3)c1,-6,u,-2%,u,1%,-10%,83%[activator]
COC(=O)c1ccc(NS(=O)(=O)c2c(C)nc3sccn3c2=O)cc1,18,x,x,x,7%,x,-2%
CCCc1ccc2oc(C(=O)N(CC)Cc3ccncc3)c(C)c2c1,3,-9%,5%,25µM*,-4%,u,3%
CCC(CC)C(=O)Nc1cccc(-c2cn3cccnc3n2)c1,6,x,x,x,7%,x,53%[activator]
CC(C)(Oc1ccc(Cl)cc1)C(=O)Nc1nnc2n1CCS2,6,x,x,x,-15%,x,-5%
COc1ccc([C@H]2C[C@@H](O)[C@@H](O)[C@@H]2NS(=O)(=O)c2ccc(C(F)(F)F)cc2)cc1,-10,-2%[172 µM],2%[88.5 µM],100µM*,5%[87.6 µM],-28%[174 µM],-2%[87.6 µM]
COc1ccc(-n2nc3n(c2=O)CCN(Cc2ccccc2)C3)cc1,0,x,-4%,u,-24%,8.9µM*,12%
COCCOc1ccc2c(n1)CCN(C(=O)c1nn(C)c3ccccc13)C2,-19,-20%,i,-13%,1%[12.5 µM],-18%,-10%
CCCn1c2ccccc2c2cnn(CC(=O)N3CCC(C)CC3)c(=O)c21,6,x,x,x,-5%,x,8%
CCOC(=O)c1sc2ccccc2c1S(=O)(=O)N1CCN(c2cccc(OC)c2)CC1,-12,x,x,x,4%,x,-29%
CCCSCCCNC(=O)c1ccc(C)c(NC(=O)c2nsc3ccccc23)c1,2,x,x,x,-17%,x,-1%
Cc1cc(F)ccc1OC1CN(CC2CC2)C1,-15,-5%[172 µM],3%[88.5 µM],-9%[172 µM],5%[87.6 µM],-10%[138 µM],29%[87.6 µM]
CCN(CC)CCNC(=O)CN1C(=O)c2cccnc2Oc2ccc(C)cc21,8,x,x,x,6%,x,u
